Source: PubChem BioAssay
NPY-Y1 PAM-ag: potentiates or activates human NPY-Y1 receptor | activation, % at 3.6 µM | AID 1304 | P25929 | NPY-Y1 expressing cells, potentiator/agonist activation | 220,000 compounds, 0.37% hits; in the data active means activation above about 33%, passing the limit was not always enough;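 further: cells stimulated with NPY at EC10 then isoproterenol at EC100; 0% = low agonist plus stimulus and 100% = saturating agonist plus stimulus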
Target sequence (P25929 whole entry, looked up): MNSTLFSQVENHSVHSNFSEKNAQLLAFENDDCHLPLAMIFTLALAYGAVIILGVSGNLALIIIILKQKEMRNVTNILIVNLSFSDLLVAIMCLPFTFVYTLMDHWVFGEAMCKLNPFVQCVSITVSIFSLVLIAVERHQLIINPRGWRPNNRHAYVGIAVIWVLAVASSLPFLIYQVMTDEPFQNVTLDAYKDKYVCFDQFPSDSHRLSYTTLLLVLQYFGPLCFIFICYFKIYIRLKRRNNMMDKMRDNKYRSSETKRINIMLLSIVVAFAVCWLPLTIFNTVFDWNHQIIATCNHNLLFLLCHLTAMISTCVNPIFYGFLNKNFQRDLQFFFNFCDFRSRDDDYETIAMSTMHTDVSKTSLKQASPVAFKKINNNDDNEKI
Ba/F3 V617F tox: reduce viability of Ba/F3 cells dependent on JAK2V617F. inhibition, % at 5.6 µM. Ba/F3 EpoR-JAK2V617F viability, ATP luminescence. 220,000 compounds, 1.1% hits;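 active means inhibition above the campaign mean plus 3 SD over all tested compounds, cut at about 24% in these data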;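 further: cytokine-independent growth of Ba/F3 cells driven by EpoR plus mutant JAK2; 0% = DMSO-treated cells and 100% = JAK inhibitor I control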
S1P4 agonist: agonists of human S1P4 receptor; AID 1509; 220,000 compounds, 0.35% hits; O95977; activation, % at 4.98 µM; S1P4-expressing cell line, agonist reporter assay; in the data active means activation above about 11%;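 further: 0% = DMSO vehicle and 100% = reference agonist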
BaF3 parental: counter-screen for JAK2V617F inhibitors: parental Ba/F3 viability inhibitors; CellTiter-Glo ATP luminescence; inhibition, % at 5.6 µM; 220,000 compounds, 1.1% hits;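 active means inhibition above a per-campaign cutoff, the mean inhibition of all tested compounds plus 3 SD, cut at about 27% in these data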;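 further: 0% = DMSO wells and 100% = JAK Inhibitor I control wells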
Runt-CBFb FRET: Runt domain-CBFb interaction inhibition; Q01196+Q13951; Cerulean-Runt/Venus-CBFb FRET ratio 530/480, 1 h; inhibition, % at 20 µM; 220,000 compounds, 0.46% hits;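 active means inhibition over about 50% at 20 µM in the single-dose screen, limit read from the data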;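 further: 0% = DMSO wells and 100% = excess unlabeled CBFb competitor control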
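Reagent – Venus-CBFb binding partner, 100 nM · Assay system – Cerulean-tagged RUNX1 Runt domain (FRET donor) fusion protein · Input – 100 nM per protein · Incubation – two 1 h room-temperature incubations shielded from light · Measured by – FRET fluorescence · Medium – Tris buffer pH 7.5 with salts and BSA · Benchmarks – unlabeled CBFb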
S1P4 antagonist: antagonists of human S1P4 receptor; inhibition, % at 4.98 µM; O95977; S1P4-expressing cells, antagonist mode, reporter read-out; 220,000 compounds, 0.26% hits; in the data active means inhibition above about 29%;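 further: 0% = wells stimulated with agonist and 100% = vehicle wells without agonist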
NPY2 pot ag: potentiates or activates human NPY-Y2 receptor. P49146. cells expressing NPY-Y2, potentiator/agonist read-out. activation, % at 3.6 µM. 220,000 compounds, 0.45% hits; in the data active means activation above about 27%;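 further: cells stimulated with NPY near EC25 plus isoproterenol at EC100; 0% = vehicle plus submaximal agonist and 100% = vehicle plus saturating agonist; some results beyond the cut were filed as inactive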
RBBP9 inhibitor: blocks human serine hydrolase RBBP9; O75884; recombinant RBBP9, FP-Rh probe fluorescence polarization; inhibition, % at 7.94 µM; 220,000 compounds, 0.2% hits; AID 1515;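 active means inhibition above the campaign mean of all tested compounds plus 3 SD, cut at about 14% in these data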;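 further: plate controls were DMSO wells with RBBP9 for no effect and wells lacking RBBP9 protein for full effect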
Target sequence (O75884 whole entry, looked up): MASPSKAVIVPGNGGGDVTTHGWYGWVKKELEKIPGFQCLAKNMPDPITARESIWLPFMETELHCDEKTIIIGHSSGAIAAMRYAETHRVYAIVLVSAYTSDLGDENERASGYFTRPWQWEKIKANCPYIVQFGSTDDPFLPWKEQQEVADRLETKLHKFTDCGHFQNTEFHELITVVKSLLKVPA
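Test system – recombinant human RBBP9 · Input – RBBP9 2.5 µM in dispensing solution, pre-mixing · Medium – Tris buffer pH 8.0, NaCl, Pluronic · Schedule – preincubation 30 min plus labeling 45 min at 25 °C · Measured by – fluorescence polarization · Measure – % inhibition · Controls – DMSO and no-protein wells · Replicates – one well per compound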
NPY-Y1 antag: antagonists of human neuropeptide Y receptor Y1. P25929. HEK293-CNG Y1 cells, membrane potential fluorescence; NPY at EC95, then isoproterenol. inhibition, % at 3.6 µM. 200,000 compounds, 1% hits. AID 1040;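 active means inhibition above the campaign mean inhibition of all tested compounds plus 3 SD, cut at about 20% in these data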;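 further: 0% = DMSO wells given NPY plus isoproterenol and 100% = isoproterenol alone without NPY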
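material = HEK293 cells with Y1 receptor plus CNG channel | also added = NPY 25 nM then isoproterenol 1 µM plus Ro 20-1724 25 µM | schedule = dye 3 h, compound 60 min room temperature, stimulation 45 min | measured by = membrane potential fluorescence | benchmarks = high control isoproterenol alone, low control NPY with isoproterenol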
Starred values were filed as active, the others as inactive; / = no result given. Rows are unselected (roughly 3.6% active in at least one column).

| No. | molecule | NPY-Y1 PAM-ag | Ba/F3 V617F tox | S1P4 agonist | BaF3 parental | Runt-CBFb FRET | S1P4 antagonist | NPY2 pot ag | RBBP9 inhibitor | NPY-Y1 antag |
| --- | --- | --- | --- | --- | --- | --- | --- | --- | --- | --- |
| 1 | CCC1CCCCN1C(=O)CSc1nc(N)c(NC(=O)c2ccc(OC)c(OC)c2)c(=O)[nH]1 (configuration not stated) | -6 | -3 | -1.6 | 8 | 2 | -2 | 11 | -6 | -1 |
| 2 | O=C(CSc1nc2ccccc2[nH]1)Nc1nc(-c2cccc(Br)c2)cs1 | -30 | 3 | -0.3 | 7 | 2 | -7 | -12 | -41 | 1 |
| 3 | CC(C)(C)c1[nH]nc2c1C(c1ccc(OC(=O)c3ccco3)cc1)C(C#N)=C(N)O2 (configuration not stated) | 3 | -1 | -1.0 | 4 | -1 | 19 | 13 | -6 | 4 |
| 4 | CCc1ccc(S(=O)(=O)c2n[nH]n3c2nc(=O)c2ccccc23)cc1 | -11 | 0 | 0.7 | 7 | -3 | -8 | -12 | -11 | 24* |
| 5 | CCOC(=O)CCC(NC(=O)CCCCCCCCC(=O)NC(CCC(=O)OCC)C(=O)OCC)C(=O)OCC (configuration not stated) | -23 | 0 | 2.0 | 6 | -3 | 3 | 0 | -6 | -2 |
| 6 | Cc1nnc(NC(=O)c2ccc3ccccc3n2)s1 | -6 | 5 | 2.4 | 13 | -2 | -6 | -30 | 5 | 1 |
| 7 | Cc1ccc(S(=O)(=O)NCc2ccc(/C=C(/C#N)C(=O)NCc3ccccc3)o2)cc1 | -2 | -4 | 0.6 | 3 | 2 | -13 | -2 | -1 | -1 |
| 8 | COC(=O)c1ccc(COc2ccc3c(c2)CCC3)o1 | -16 | -3 | 0.2 | 2 | -1 | -3 | -20 | -4 | / |
| 9 | Cc1cc(C)n(/C(=C/N(C)C)C(=O)c2ccccc2)n1 | -4 | 1 | 0.3 | 6 | 12 | -12 | -4 | -2 | 0 |
| 10 | N#Cc1cc[n+](CC(=O)c2ccc(NC(=O)c3ccccc3)cc2)cc1 | 14 | -3 | -0.7 | -2 | 4 | 3 | -2 | -4 | / |

Quoted from above (9 entries):
| No. | molecule | NPY-Y1 PAM-ag | Ba/F3 V617F tox | S1P4 agonist | BaF3 parental | Runt-CBFb FRET | S1P4 antagonist | NPY2 pot ag | RBBP9 inhibitor | NPY-Y1 antag |
| --- | --- | --- | --- | --- | --- | --- | --- | --- | --- | --- |
| 2 | O=C(CSc1nc2ccccc2[nH]1)Nc1nc(-c2cccc(Br)c2)cs1 | -30 | 3 | -0.3 | 7 | 2 | -7 | -12 | -41 | 1 |
| 3 | CC(C)(C)c1[nH]nc2c1C(c1ccc(OC(=O)c3ccco3)cc1)C(C#N)=C(N)O2 (configuration not stated) | 3 | -1 | -1.0 | 4 | -1 | 19 | 13 | -6 | 4 |
| 4 | CCc1ccc(S(=O)(=O)c2n[nH]n3c2nc(=O)c2ccccc23)cc1 | -11 | 0 | 0.7 | 7 | -3 | -8 | -12 | -11 | 24* |
| 5 | CCOC(=O)CCC(NC(=O)CCCCCCCCC(=O)NC(CCC(=O)OCC)C(=O)OCC)C(=O)OCC (configuration not stated) | -23 | 0 | 2.0 | 6 | -3 | 3 | 0 | -6 | -2 |
| 6 | Cc1nnc(NC(=O)c2ccc3ccccc3n2)s1 | -6 | 5 | 2.4 | 13 | -2 | -6 | -30 | 5 | 1 |
| 7 | Cc1ccc(S(=O)(=O)NCc2ccc(/C=C(/C#N)C(=O)NCc3ccccc3)o2)cc1 | -2 | -4 | 0.6 | 3 | 2 | -13 | -2 | -1 | -1 |
| 8 | COC(=O)c1ccc(COc2ccc3c(c2)CCC3)o1 | -16 | -3 | 0.2 | 2 | -1 | -3 | -20 | -4 | / |
| 9 | Cc1cc(C)n(/C(=C/N(C)C)C(=O)c2ccccc2)n1 | -4 | 1 | 0.3 | 6 | 12 | -12 | -4 | -2 | 0 |
| 10 | N#Cc1cc[n+](CC(=O)c2ccc(NC(=O)c3ccccc3)cc2)cc1 | 14 | -3 | -0.7 | -2 | 4 | 3 | -2 | -4 | / |

The list goes on:
| No. | molecule | NPY-Y1 PAM-ag | Ba/F3 V617F tox | S1P4 agonist | BaF3 parental | Runt-CBFb FRET | S1P4 antagonist | NPY2 pot ag | RBBP9 inhibitor | NPY-Y1 antag |
| --- | --- | --- | --- | --- | --- | --- | --- | --- | --- | --- |
| 11 | O=C1CC(N2CCOCC2)C(=O)N1c1ccc2c(c1)OCO2 (configuration not stated) | -19 | -2 | 2.5 | 0 | 2 | -8 | 3 | 4 | 6 |
| 12 | Nc1nc2c(Cl)cc(Cl)cc2s1 | -9 | 2 | -1.2 | 4 | 3 | -23 | -4 | -8 | 3 |
| 13 | CNC(=S)N/N=C/c1ccc(-c2ccc(C(=O)O)cc2)o1 | -4 | 15 | -0.6 | 13 | 22 | 8 | 4 | 3 | / |
| 14 | O=C(NC1CC2CCC1C2)c1ccc(CN2CCOCC2)cc1 (configuration not stated) | -3 | 2 | -2.7 | 6 | 0 | -8 | -11 | -7 | 9 |
| 15 | Cc1c(Cl)cnc(NC(=O)COC(=O)CCc2nc3ccccc3s2)c1Cl | -5 | -1 | 1.4 | 5 | -2 | 9 | 2 | -7 | 6 |
| 16 | CCOC(=O)C1CCCN(C(=O)c2ccc(OC(C)=O)cc2)C1 (configuration not stated) | 4 | -5 | 0.1 | 0 | -1 | 11 | -3 | 1 | 2 |
| 17 | CC(=O)c1ccc(Oc2cc(C)nc(N3CCOCC3)n2)cc1 | 13 | -5 | -0.7 | -1 | -1 | -16 | 6 | 0 | -2 |
| 18 | COCCN1Cc2cccc(C(=O)Nc3ccc(C)c(C)c3)c2C1=O | -14 | -1 | -0.1 | 2 | 4 | -16 | 3 | -8 | 8 |
| 19 | N/C(=N\OC(=O)CN1C(=O)c2ccccc2C1=O)c1ccc(Br)cc1 | 0 | -4 | 1.5 | 3 | -3 | -5 | 6 | 0 | -4 |
| 20 | O=S1(=O)C=C(N2CCOCC2)c2ccccc21 | 15 | 3 | 1.5 | 2 | -2 | -4 | -5 | -9 | -5 |

The listing continues.
| No. | molecule | NPY-Y1 PAM-ag | Ba/F3 V617F tox | S1P4 agonist | BaF3 parental | Runt-CBFb FRET | S1P4 antagonist | NPY2 pot ag | RBBP9 inhibitor | NPY-Y1 antag |
| --- | --- | --- | --- | --- | --- | --- | --- | --- | --- | --- |
| 21 | N/C(=N\OC(=O)C(c1ccccc1)c1ccccc1)c1cccnc1 | 28 | -1 | -0.8 | 3 | -2 | -26 | -2 | 2 | 8 |
| 22 | O=C(O)CSc1nnc(-c2cccnc2)n1Cc1ccccc1 | 3 | -1 | -0.6 | 1 | 2 | -3 | 14 | -2 | -2 |
| 23 | O=C1c2cccc3c([N+](=O)[O-])ccc(c23)C(=O)N1CC1CCCO1 (configuration not stated) | -14 | 3 | 6.0 | 0 | / | 77* | 0 | -10 | 0 |
| 24 | CN(C)c1ccc(NC(=O)C(=O)C2C(=O)Nc3ccccc32)cc1 (configuration not stated) | -8 | -5 | -0.1 | 1 | 3 | -7 | -15 | -8 | / |
| 25 | CCOCCCNC(=O)C1CCN(C(=O)N(C)C)CC1 | 19 | -3 | -0.3 | -2 | 1 | 6 | 19 | -5 | -5 |
